# Screening data as filed in PubChem BioAssay.
# KKLEB cytotox: reduces viability of KKLEB cystic fibrosis airway cells; KKLEB CF airway cells viability, ATPlite luminescence, overnight; active compounds read low; cells stimulated with P. aeruginosa culture filtrate; activity change (cytotoxicity), % at 5 µM; 0.36% of 360,000 active;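 active = corrected activity change at or below -50% at 5 µM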
# NR2E3 ag-1: agonists of human nuclear receptor NR2E3; GST-NR2E3/biotin-RetCOR TR-FRET, 1536-well; inhibition of corepressor binding, % at 4.78 µM; 0.12% of 320,000 active; AID 2300;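 active = percent inhibition above the cutoff of mean plus 3 SD of all tested compounds, set per screening campaign, cut at about 20% in these data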;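 note: 0% = DMSO wells and 100% = biotin wells as full block of FRET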
# Target sequence (Q9Y5X4 whole entry, looked up): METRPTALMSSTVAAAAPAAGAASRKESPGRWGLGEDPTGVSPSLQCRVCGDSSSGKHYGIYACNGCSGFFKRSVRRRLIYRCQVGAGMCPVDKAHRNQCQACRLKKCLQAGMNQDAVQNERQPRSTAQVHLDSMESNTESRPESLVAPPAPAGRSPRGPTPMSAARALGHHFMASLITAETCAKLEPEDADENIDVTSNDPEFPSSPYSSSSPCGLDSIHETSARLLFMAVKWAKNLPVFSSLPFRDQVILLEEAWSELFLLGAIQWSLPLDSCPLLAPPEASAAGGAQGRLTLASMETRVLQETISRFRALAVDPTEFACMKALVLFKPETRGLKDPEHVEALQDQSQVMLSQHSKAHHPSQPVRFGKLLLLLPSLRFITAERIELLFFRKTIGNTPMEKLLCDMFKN
#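 System: GST-tagged NR2E3 plus biotinylated RetCOR corepressor; Amount: 1.35 nM GST-tagged NR2E3 final; Dosing: single nominal compound dose of 4.8 µM; Schedule: 5 h incubation at 4 °C; Technique: TR-FRET with europium anti-GST and streptavidin-D2, 340 nm excitation; Controls: biotin wells as high control, 0.6% DMSO wells as low control.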
# NR2E3 ag-2: activates human NR2E3 receptor; Q9Y5X4; CHO-S Gal4-NCOR/VP16-NR2E3 two-hybrid, luciferase; inhibition of corepressor binding, % at 3.98 µM; 0.35% of 360,000 active; AID 602229;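 active = inhibition above the mean of all tested compounds plus 3 SD, cut at about 70% in these data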;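 note: 0% = DMSO with NR2E3 transfected cells and 100% = cells lacking NR2E3 construct; higher means lower luciferase signal from less NR2E3 corepressor binding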
# PDI turbidity: inhibitors of human protein disulfide isomerase; P07237; PDI insulin aggregation turbidity, A650, 90 min; inhibition, % at 10 µM; 0.052% of 350,000 active; AID 588391;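 active = mean inhibition across replicates of 30% or more, whatever share of single replicates reach that level; inconclusive = mean inhibition below 30% while every single replicate reaches 30%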;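 note: absorbance from insulin aggregation driven by PDI reduction with DTT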
# Target sequence (P07237 whole entry, looked up): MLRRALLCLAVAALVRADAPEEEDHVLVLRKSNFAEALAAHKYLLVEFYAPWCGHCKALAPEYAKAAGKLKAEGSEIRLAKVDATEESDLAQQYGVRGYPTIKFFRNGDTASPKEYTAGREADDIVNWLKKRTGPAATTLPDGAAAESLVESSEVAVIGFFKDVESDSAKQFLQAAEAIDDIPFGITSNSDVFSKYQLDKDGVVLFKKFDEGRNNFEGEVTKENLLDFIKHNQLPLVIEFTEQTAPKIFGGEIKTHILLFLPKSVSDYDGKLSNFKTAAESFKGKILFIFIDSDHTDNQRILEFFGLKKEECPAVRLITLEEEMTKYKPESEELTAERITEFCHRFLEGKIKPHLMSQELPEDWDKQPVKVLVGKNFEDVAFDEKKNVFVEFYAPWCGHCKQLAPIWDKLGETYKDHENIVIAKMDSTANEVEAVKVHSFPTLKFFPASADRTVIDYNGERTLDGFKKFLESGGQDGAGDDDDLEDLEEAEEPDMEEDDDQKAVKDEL
# MITF TRPM1 inh: MITF TRPM1 promoter inhibition in SK-MEL-5 cells; AID 488899; SK-MEL-5 TRPM1 promoter luciferase, 24 h; 0.83% of 330,000 active; inhibition, % at 12.5 µM;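 active = mean inhibition across replicates of 60% or more, whatever share of single replicates reaches that level; inconclusive = some that reach 60%, reason not given; inactive = mean inhibition across replicates below 60%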; note: values of inactives mirror those of a sister screen read the other way
# Peg3 promoter: Peg3 promoter activity inhibition. HeLa PEG-Prom luciferase reporter, luminescence, overnight. inhibition, % at 20 µM. 1.7% of 360,000 active. AID 588405;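 active = inhibition of at least 50% at 20 µM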
# Vif imaging: inhibitors of HIV Vif; HEK293T cells, Vif self-association by quenched fluorescence, imaging, 24 h; inhibition, % at 7.49 µM; 0.35% of 340,000 active; AID 602346; in the data active = inhibition above about 50%, passing the limit was not always enough; inconclusive = no clear call, values can overlap the other calls; inactive = below about 31%; note: some results filed as inactive read as strong as hits
# CF NFkB block: blocks PAF-induced NF-kB reporter in cystic fibrosis cells; KKLEB NF-kB-GFP reporter, GFP fluorescence overnight; inhibition, % at 5 µM; 0.86% of 360,000 active; AID 588850;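 active = at least 50% inhibition at 5 µM, scaled per plate between neutral and stimulator controls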;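 note: PAF is a Pseudomonas aeruginosa culture filtrate used as stimulus; plate controls were PAF-stimulated DMSO wells for no effect and unstimulated DMSO wells for full effect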
# HIF-2a inh: blocks HIF-2a reporter activity; AID 624352; inhibition, % at 18.8 µM; 786-0 RCC cells HIF-2a reporter, luciferase luminescence, overnight; 0.72% of 360,000 active;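 active = inhibition of the luminescence signal of 40% or more relative to plate controls, in a single-dose primary screen at 18.75 µM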
# Shn3 inh set2: reduces Shn3 3'UTR luciferase signal in osteoblasts; Clone20 osteoblast Shn3 3'UTR firefly luciferase, 24 h; inhibition, % at 12.5 µM; 0.52% of 360,000 active;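 active = mean inhibition of at least 75% with every replicate also reaching 75%; inconclusive = mean inhibition at least 75% but some replicate below; inactive = mean inhibition below 75%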;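 note: 0% = median of neutral control wells and 100% = pilot-screen positive control compound; some compounds past the cut are filed as inactive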
# CaV13 FRET inh: Disruptors of the CACNA1D IQ motif to Ca2+-dependent inactivation inhibitor domain association, primary screening, Förster resonance energy transfer in intact living …; HEK cells, CFP/YFP FRET ICDI-IQ, plate reader, 10 min; percent FRET-ratio fall versus neutral wells; inhibition, % at 12.3 µM; 0.098% of 340,000 active; AID 743397;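 active = mean replicate inhibition of at least 30% and at least 1% of replicates passing that level; inconclusive = only one of the two criteria is met; inactive = neither criterion is met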;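 note: 0% = median of the neutral control wells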
# An asterisk follows results filed as active; ? = inconclusive; . = no result given.
Compound	Shn3 inh set2	Peg3 promoter	MITF TRPM1 inh	PDI turbidity	NR2E3 ag-2	KKLEB cytotox	CaV13 FRET inh	Vif imaging	NR2E3 ag-1	HIF-2a inh	CF NFkB block
O=P(Cc1ccncc1)(c1ccccc1)c1ccccc1	-5	12	-14	-4	-2	4	-5	4	-2	13	0
CC1(C)SC(=Nc2ccccc2)N(S(=O)(=O)c2ccccc2)C1=O	-3	14	1	-2	-24	5	-4	7	1	25	-9
Cc1cc(C(=O)c2ccc3ccccc3c2)c(C)o1	-21	-25	.	4	-17	10	-4	-6	-1	-83	-6
CC(NC(=O)c1cncc(Br)c1)c1ccc(S(N)(=O)=O)cc1 (configuration not stated)	-20	-9	-3	8	-15	3	2	1	1	19	-7
COc1ccc(CNC(=S)Nc2ccc(Br)cc2)cc1	-7	-3	3	-3	-43	-6	-4	-3	-2	-1	16
O=C(CO/N=C/c1ccc(OC(F)F)cc1)NCc1cccs1	-2	16	0	0	-20	-15	-5	-12	2	18	12
CN(C)S(=O)(=O)c1ccc(Cl)c(C(=O)Nc2cccc([N+](=O)[O-])c2)c1	40	7	9	3	-16	12	-8	-37	-2	8	9
COc1cc(-c2nnc(SCc3cccnc3)n2C)cc(OC)c1O	9	4	3	2	-8	-1	-7	3	0	7	20
C=CCn1c(C)nnc1SCC(=O)Nc1nc(C)c(C(=O)N(C)C)s1	7	15	4	-4	-2	8	.	0	6	5	-8
CCOC(=O)c1ccc(NC(=O)c2nc[nH]c2C(=O)N[C@@H](C)C(=O)OC(C)(C)C)cc1	-4	-2	10	-1	-48	14	-6	-1	5	-2	13
O=C(Cc1ccc(Br)cc1)OCC(=O)c1ccc[nH]1	5	-26	-9	8	10	-2	-8	?	.	0	-2
CCC1CCCCN1C(=O)CSc1nnc(CNC(=O)c2cc(OC)c(OC)c(OC)c2)o1 (configuration not stated)	0	15	13	2	-5	8	-4	8	-2	3	-3
CN(C)C(=O)CSc1nc2ccc(N3C(=O)c4ccccc4C3=O)cc2s1	-15	4	-10	21	-22	2	0	3	2	15	7
CC(C)(C)c1ccc(C(=O)OCC(=O)Nc2sc3c(c2C#N)CCC3)cc1	-11	6	-11	2	18	9	-5	0	1	13	-6
C[C@@]12CCC=C[C@H]1[C@H](c1ccc(/C=C/c3ccccc3)cc1F)N(Cc1ccccc1)C2=O	-1	11	-13	1	-34	-9	-10	-21	-3	19	22
COc1ccccc1OCc1ccc(C(=O)NCc2ccco2)o1	6	5	-7	2	0	5	-8	-3	-2	-20	-3
CN(C)S(=O)(=O)c1ccc(C(=O)NCC(=O)N/N=C/c2cccs2)cc1	-10	4	-3	8	3	2	-5	-2	-2	11	5
CC(SCc1ccccc1)C(=O)N/N=C/c1ccc2c(c1)OCO2 (configuration not stated)	18	5	4	5	-10	-9	-1	-9	0	-9	9
CCOC(=O)[C@@H]1[C@H]2COc3ccc(Br)cc3[C@@H]2N2C(=O)N(c3ccc(F)cc3)C(=O)[C@]12C	2	7	-2	-7	9	1	-4	-7	1	7	-12
Cc1ccccc1NC(=O)c1ccccc1NC(=O)c1ccco1	-16	4	1	2	9	2	-5	4	2	-3	-6
COc1ccc(N2CCN(C(CNC(=O)C(=O)NC3CC3)c3ccco3)CC2)cc1 (configuration not stated)	5	-8	5	-4	-2	-12	-6	-3	2	-3	6
CCN1CCN(CCCNC(=O)c2ccc3c(c2)N(Cc2ccc(C)cc2)CCS3)CC1	7	24	9	8	9	-3	.	4	8	11	10
Nc1ccc(CCn2ccnc2)cc1	-9	1	-11	-13	-21	16	-13	-7	0	11	-10
CCC(=O)N1CCC1(C)C(=O)Nc1cccc(Oc2ccccc2)c1 (configuration not stated)	7	-5	.	7	3	-6	-5	-9	.	-22	-14
CC1CCN(S(=O)(=O)N2CCCC(C(=O)NCc3ccc(F)cc3)C2)CC1 (configuration not stated)	-8	15	11	-14	-6	-4	-7	-2	5	12	22
C[C@]12C(=O)N(c3ccc(Br)cc3)C(=O)N1[C@H]1c3ccccc3OC[C@@H]1[C@H]2c1ccccc1	2	6	4	1	25	-6	-9	-13	.	14	34
CCc1ccc(C2CC(c3ccc(F)cc3)Nc3nc(N)nn32)cc1 (configuration not stated)	9	-4	-2	.	-21	13	-12	-4	4	-14	-13
O=C(NCCF)C1Nc2ccc(OC(F)(F)F)cc2C2C=CCC12 (configuration not stated)	2	11	4	1	10	3	-6	2	0	-6	-7
CCCC(=O)N1CCCC(c2cc(C(=O)NCc3cccnc3)no2)C1 (configuration not stated)	-13	-10	.	-57	11	7	-6	-5	.	3	-10
CC(C)(C)OC(=O)N1CCC(c2cc(=O)n3[nH]cc(C(=O)NC4CCCC4)c3n2)CC1	-18	1	.	9	-20	14	-6	.	1	6	-14
Cn1c(CC(=O)Nc2ccccc2Cl)nnc1SCC(=O)NC1=NCCS1	-5	-9	-7	1	-21	2	-4	-1	1	14	12
COc1cc(OC)cc(-c2nc3ccccc3s2)c1	-26	-219	-38	-14	-109	-13	-9	-2	2	-341	-2
CSc1nc(N)nc2c1ncn2CC(=O)N1CCN(c2ccccn2)CC1	-4	-6	1	-1	15	6	-6	0	.	0	-1
O=C(NCc1ccc(F)cc1)C1CCN(c2cnccn2)CC1	2	5	-2	-4	13	6	-4	5	-2	15	2
COC(=O)c1ccc2nc(-c3ccc(C#N)cc3)c(Cc3cccc(F)c3)n2c1	13	-2	.	.	-42	-30	-7	.	.	9	-26
CCOC(=O)C1CCN(S(=O)(=O)c2cc(Br)cc3c2N(C(=O)C2CC2)CC3)CC1	-2	3	1	11	16	-1	-4	1	2	14	-16
O=C(CCCc1ccccc1)NCc1cn2ccsc2n1	-16	-22	-13	.	-9	-9	13	-2	0	-19	-11
CCOC(=O)N1CCN(C(=O)CSc2ccc(-c3ccncc3)nn2)CC1	0	10	6	-4	-33	0	-2	-1	0	-10	-8
Cc1ccc(NCc2nnc(SCC(=O)Nc3ncc(C)s3)n2Cc2ccco2)c(C)c1	3	0	-7	11	8	-9	-6	8	2	-15	-40
Cc1c([N+](=O)[O-])c(N)nn1C	-13	9	4	-2	-10	-4	-2	23	-1	15	-10
Cc1ccc(C)c(S(=O)(=O)n2cnc3ccccc32)c1	3	-3	-6	-6	-2	-2	-5	8	-2	-2	6
CCOC(=O)c1cnc(-c2ccccc2)nc1Oc1ccc(Cl)cc1	4	-4	2	-4	-23	-26	-2	3	3	13	25
CC(C)C(=O)NCC(c1ccc2c(c1)OCO2)N1CCOCC1 (configuration not stated)	6	1	-2	2	-18	2	-3	-4	-2	3	-9
CC1(C)CC(=O)C(C=NCCN2CCN(C(=S)NC3CCCCC3)CC2)=C(O)C1	3	7	-1	5	16	2	-4	9	1	26	15
O=C(Cn1cnc2cc([N+](=O)[O-])ccc2c1=O)Nc1cccc2ccccc12	2	10	13	-1	-18	-15	-4	-6	0	-11	17
Cc1ccc(NC2=NC(C(=O)Nc3ccc(C)c(C)c3)CC(=O)N2)cc1 (configuration not stated)	8	24	11	13	-3	-2	-5	.	3	16	-6
Nc1nc(N2CCN(C/C=C/c3ccccc3)CC2)nc2ccccc12	-3	-6	-8	-5	-1	-9	-2	-13	5	9	5
Cn1c(=O)[nH]c(=O)c2c1[nH]c(=S)n2Cc1ccccc1	-8	-5	5	1	-8	0	-3	13	-1	15	8
O=C(CSc1nc2ccccc2nc1N1CCCCC1)Nc1ccc(F)cc1	-2	23	1	.	-27	4	-7	-8	3	-25	-1
CC[C@]1(C(=O)OC)[C@H]2C(=O)N(C)C(=O)[C@H]2[C@H]2CN=C(SCC3CC3)N21	-16	-15	-8	7	-23	12	-5	0	.	2	12

# The listing continues:
Compound	Shn3 inh set2	Peg3 promoter	MITF TRPM1 inh	PDI turbidity	NR2E3 ag-2	KKLEB cytotox	CaV13 FRET inh	Vif imaging	NR2E3 ag-1	HIF-2a inh	CF NFkB block
COc1cc(/C=N/Nc2nc(N3CCCC3)nc(N3CCCC3)n2)ccc1OCc1ccccc1F	1	-83	-63	14	-22	2	-20	1	0	0	-25
COC(=O)c1cncc(C)c1	-5	20	5	3	-4	5	-4	-2	1	14	3
Clc1ccc(-c2nc3ccc(Br)cn3c2Cc2ccsc2)cc1	-2	-126	.	.	-43	-15	-8	.	.	-224	5
O=C1CCCN1CCCNCCCn1cnc2c(OCc3ccccc3)ncnc21	-34	5	4	-5	-29	18	-4	0	.	4	-14
COc1ccc(NC(=O)C2=NN(C3CCS(=O)(=O)C3)C(=O)CC2)cn1 (configuration not stated)	-3	8	-2	6	-2	5	-6	32	1	17	-21
N#CCCn1cc(C(=O)Nc2ccccc2Br)c(-c2cc3ccccc3o2)n1	17	30	3	-1	-16	-19	-2	2	-2	19	19
COc1ccc(OC)c(NC(=O)CSc2nn3c(=O)c(C)nnc3s2)c1	-4	16	6	8	4	9	-5	-2	3	10	-15
CN(C)CC#CCC(O)(c1ccccc1)c1ccccc1	-7	10	0	-3	-16	-12	-5	-1	1	14	8
COc1ccc(C2=Nn3c(nnc3-c3cccnc3)SC2)cc1OC	0	12	-20	-2	20	-12	-9	19	-1	12	-22
CC(C)CNC(=O)C1CCN(c2ccc(S(=O)(=O)N3CCOCC3)cc2Cl)CC1	29	4	0	-10	5	1	-5	.	-2	13	-14
CC(=O)NC(c1ccc(F)c(F)c1)c1nc(-c2cccc(C(C)C)c2)cs1 (configuration not stated)	1	23	.	1	4	3	-11	-1	.	-7	-9
CSc1ccccc1C(=O)NCc1ccc(C)cc1	-9	-21	4	-12	-13	1	-7	-11	-2	2	-2
Cc1ccc2nc(C3CCN(S(=O)(=O)c4ccc5ccccc5c4)CC3)[nH]c2c1	-2	11	5	8	24	-4	-4	2	1	-3	4
Nc1nc(SCc2nc(-c3ccccc3)no2)[nH]c(=O)c1-c1ccccc1	7	10	1	-3	-8	-10	-7	3	-1	-7	8
COc1ccccc1CN1CCCCC1C(=O)O (configuration not stated)	-12	6	-4	-5	-1	-2	-6	-6	-3	13	-3
COc1cc(/C=N/NC(=O)c2ccc([N+](=O)[O-])cc2Cl)cc(Br)c1O	-5	-10	13	16	-21	-9	-6	4	-4	-12	18

# Hits appear at their usual frequency. Share with any hit: about 3.3%.
